Screening data deposited in PubChem BioAssay by Broad Institute.
F508del corr – CFTR F508del correction in bronchial cells; 350,000 compounds, 0.36% hits; activity (quench increase), % at 7.58 µM; CFBE cells, YFP halide quenching; stimulated with forskolin plus potentiator P3; % fluorescence drop versus neutral controls;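 active = mean added fluorescence quench of at least 8% versus neutral control, with both replicates also reaching 8%; inconclusive = only one of the mean or replicate conditions met; inactive = mean below 8% and not both replicates reaching 8%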;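 note: cells transiently co-express mutant CFTR-F508del with the halide-sensitive YFP; corrector assay measuring rescue of mutant channel to the surface after 24 h compound exposure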
EWS-Fli inh – inhibitors of EWS/Fli oncoprotein transcriptional activity. inhibition, % at 12.6 µM. AID 651661. A673 NR0B1-luciferase reporter, viability-normalised. 350,000 compounds, 0.67% hits;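 active = mean inhibition of at least 50% after viability correction, with every replicate also passing that limit; inconclusive = mean reaches 50% but only one of two replicates passes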;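 note: firefly luciferase signal divided by Alamar Blue viability fluorescence both relative to DMSO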
INS-1E GSIS act – primary screen for activators of insulin secretion dependent on glucose, INS-1E cells, GLuc reporter luminescence; 370,000 compounds, 0.61% hits; activation, % at 16.6 µM; INS-1E GLuc reporter insulin secretion, 2-3 h; AID 743287;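 active = lowest replicate activation of at least 40%, so every replicate reaches that level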;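 note: 0% = median of neutral control wells and 100% = median of IBMX positive control wells; some compounds called inactive have numbers as strong as hits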
DENV2 CPE rescue – inhibitors of DENV2 cytopathic effect | CPE inhibition, % at 9.99 µM | 350,000 compounds, 1.7% hits | DENV2-infected cells, cytopathic effect rescue, plate reader | AID 651640; in the data active = CPE inhibition above about 20%, passing the limit was not always enough; inconclusive = no clear call, values can overlap the other calls; tested in BHK-21 cells;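 note: 0% = median of neutral control wells and 100% = median of positive control wells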
miR-122 sensor – blocks miR-122 activity in Huh7 sensor cells | activation (reporter increase), % at 12.5 µM | 340,000 compounds, 0.3% hits | AID 602342 | Huh7 miR-122 Renilla luciferase sensor, 48 h; neutral wells = 0, positive control = 100;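 active = mean replicate activation score at least 90 and every replicate individually at or above 90; inconclusive = only one of the two criteria met; inactive = neither criterion met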;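 note: higher luciferase means less miR-122 activity so hits act as miR-122 inhibitors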
PAX8 reporter – lowers PAX8-driven luciferase in RMG-I cells | RMG-I TPO-luciferase reporter, SteadyGlo, 24 h | inhibition, % at 12.6 µM | 360,000 compounds, 1.2% hits;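 active = mean replicate inhibition at least 60% with every replicate also reaching 60%; inconclusive = only one of the two criteria is met; inactive = mean below 60% and not all replicates reaching 60%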;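 note: luciferase light reporting Pax8 driven TPO promoter activity; plate controls were median of neutral control wells for no effect and mitoxantrone controls for full effect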
FN deposit inh – fibronectin deposition inhibition. AH1F fibroblasts, Alexa488-fibronectin deposition fluorescence, overnight. inhibition, % at 12.6 µM. 350,000 compounds, 0.086% hits. AID 743247;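 active = mean inhibition across replicates of 30% or more, regardless of how many single replicates reach that level; inconclusive = mean under 30% yet at least half of replicates reach 30%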;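 note: positive control wells lacked labelled fibronectin entirely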
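Assay system: AH1F fibroblasts assembling fluorescent fibronectin matrix; Amount: 10000 AH1F cells per well; Buffer or medium: DMEM, 2% serum; Probe or stimulus: Alexa488-fibronectin, 24 nM final in well; Doses: single compound dose, delivered by pin transfer; Incubation: 1 h adhesion, overnight exposure; Measured by: fluorescence 485/525 nm; Read-out: fibronectin deposition inhibition.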
Active calls of the source: *; ? = inconclusive; · = no result given; [ ] = dose if it differs, or a comment.

SMILES	F508del corr	EWS-Fli inh	INS-1E GSIS act	DENV2 CPE rescue	miR-122 sensor	PAX8 reporter	FN deposit inh
CN(C)c1ccnc(NCc2ccccc2)c1C#N	·	·	19	·	3	-16	9
CCCN(C)C[C@H]1OCCCC[C@H](C)Oc2ccc(NS(=O)(=O)c3c(C)noc3C)cc2C(=O)N([C@@H](C)CO)C[C@@H]1C	-1.2	7	16	-4	4[16.7 µM]	-2	·
Cc1cccc(N(C(=O)CCC(=O)Nc2ccccn2)C(C(=O)NC(C)C)c2ccc(F)cc2)c1 (centres undefined)	0.7	7	3	-1	·	-28	-3
COc1ccc(-c2csc3nc[nH]c(=O)c23)cc1	0.6	2	1	1	2	3	0
COc1ccc(-c2nc(CN3CCN(Cc4cccc(F)c4)CC3)c(C)o2)cc1	1.2	15	-22	5	·	13	-8
COC(=O)C1=C(C)N(Cc2cccc(C(F)(F)F)c2)C(=NCc2ccccc2)NC1c1ccc(Cl)cc1 (centres undefined)	2.5	37	160*	27*	·	29	-1
O=C(Nc1ccc(Nc2ccccc2)cc1)c1ccc(Br)o1	·	·	·	·	-15	-124	-7
CCc1ccc(/C=C2\SC(N3CCCC3)=NC2=O)cc1	-4.9	1	-4	·	·	3	4
O=C(C[C@H]1C[C@H]2c3cc(NC(=O)NC4CCCC4)ccc3O[C@H]2[C@H](CO)O1)NC1CCCC1	-0.7	-5	8	0	1[16.7 µM]	9	0
O=C(NCCCl)Nc1ncn[nH]1	1.8	-5	-8	-10	·	-28	3
CC(NC(=O)c1ccco1)C(=O)N1CC=C(c2ccccc2)CC1 (centres undefined)	-2.1	-3	-9	-5	2	6	6
CCOc1ccc(CC(=O)N/N=C/c2cccnc2)cc1	-0.8	-15	·	-1	1	4	4
C[C@H](CO)N1C[C@H](C)[C@H](CN(C)S(C)(=O)=O)Oc2c(NS(=O)(=O)c3ccc(Cl)cc3)cccc2C1=O	2.8	4	4	0	24[16.7 µM]	·	·
O=C(c1ccc(F)cc1)N1CC(=O)N2[C@@H](CO)[C@H](c3ccc(C#CCC4CCCC4)cc3)[C@@H]2C1	1.7	-8	2	7	·	3	1
CCCCN1CNC(=S)N(CCc2ccc(OCC)c(OCC)c2)C1	-1.1	6	-22	2	5	11	1
CC(=O)NN1C(=O)/C(=C\c2ccc(Cl)cc2)SC1=S	·	-2	4	0	-1	12	2
Cc1ccccc1Oc1ccc(NC(=O)C2CC=CCC2C(=O)O)cc1 (centres undefined)	·	-7	-11	-5	-4	10	-3
CCOc1ccc(S(=O)(=O)Nc2cccc(C(=O)N(C)Cc3cccc(OC)c3OC)c2)cc1	1.8	·	-32	0	·	0	·
N#C[C@H]1[C@@H](c2ccc(-c3ccccc3F)cc2)[C@@H](CO)N1C(=O)C1CCOCC1	-0.7	-1	5	-9	·	1	1
CN1OC[C@@H]2CN(S(=O)(=O)c3cccc(C(F)(F)F)c3)[C@H](c3ccc(-c4cccnc4)cc3)C[C@@H]21	0.9	2	-4	3	-3	-11	·
CC(C)(Cc1ccc(O)cc1)NC(=O)CC(=O)N/N=C/c1ccc([N+](=O)[O-])cc1	-3.1	5	16	8	5	7	7
Cc1nc([N+](=O)[O-])cn1-c1nc2ccccn2c1[N+](=O)[O-]	-3.1	5	-3	1	·	6	3
Cn1ccc2c(N3CCCCC3)cc3c(c21)C1CCC3C1 (centres undefined)	-1.0	-11	-26	-4	-1	0	0
COc1ccc(NC(=O)COC(=O)CCc2ccc(S(=O)(=O)N3CCOCC3)cc2)c(OC)c1	3.5	8	4	1	1	15	-3
O=C(CSc1cccc[n+]1[O-])Nc1cc([N+](=O)[O-])ccc1Cl	-0.2	-5	-2	0	-1	11	-9
N#Cc1nc(COc2ccccc2F)oc1NCCCn1ccnc1	·	·	·	·	3	-12	-1
CC(C)N(Cc1ccc(F)cc1)C(=O)c1cc2ccccc2oc1=O	0.9	-60	4	8	-12	-27	0
O=C(Nc1cccc(F)c1)c1cc(S(=O)(=O)NCCC2=CCCCC2)ccc1F	·	·	-22	·	7	22	-5
COC(=O)/C=C1\S/C(=N/N=C/c2ccco2)NC1=O	-4.6	2	-20	2	1	-9	8
COc1ccc(C(=O)Nc2ccc(N3CCN(C(=O)C(C)C)CC3)cc2)cc1[N+](=O)[O-]	·	·	24	·	-4	17	1
COc1ccccc1S(=O)(=O)N[C@H]1CC[C@H](CCNC(=O)C2CCOCC2)O[C@@H]1CO	-1.1	·	6	-6	·	·	·
N=c1c(S(=O)(=O)c2ccc(Br)cc2)cc2c(=O)n3ccccc3nc2n1C1CCCC1	2.9	1	-6	-9	4	-29	19
Cn1ncc(Cl)c1C(=O)N1CCN(c2ccc(Cl)c(Cl)c2)CC1	-0.5	·	-49	-3	-13	21	-2
Cn1c(N)c(C(=O)COC(=O)[C@H](Cc2ccccc2)N2C(=O)c3ccccc3C2=O)c(=O)n(C)c1=O	·	·	-10	·	-11	11	8
O=C(COC(=O)C1CCN(S(=O)(=O)c2cccs2)CC1)Nc1ccccc1Br	-1.3	-5	-8	10	0	-1	-1
O=C(Oc1cccc(NC(=O)c2ccco2)c1)c1cccc(S(=O)(=O)N2CCCCC2)c1	·	·	·	·	-4	-5	-3
COc1ccc(-c2ccccc2[C@@H]2[C@@H](C#N)N(C(=O)NC3CCCC3)[C@H]2CO)cc1	-0.3	4	-20	0	·	·	0
Cc1cc(C)nc(SCC(=O)c2ccc(F)cc2)n1	-0.7	-5	-1	-6	20	-6	-1
CS(=O)(=O)N1CCCCN2[C@H](C1)[C@H](c1ccc(-c3cccc(C#N)c3)cc1)[C@@H]2CO	1.2	-24	-5	·	-11[16.7 µM]	5	·
Brc1ccc(-c2ccccc2)cc1	-0.5	-8	-5	62*	-7	·	·
c1ccc(C2C/C(=N\N3CCOCC3)c3ccccc3O2)cc1 (centres undefined)	·	-1	29	-1	-2	-38	-3
O=C(Nc1ccc(S(=O)(=O)N2CCCC2)cc1)N1c2ccccc2Sc2ccccc21	-5.7	40	-1	2	-4	·	·
Cc1nnc(SCc2nnc(-c3cccs3)o2)n1C	-1.6	5	11	-1	·	-8	-3
COCC(=O)Nc1ccc(S(=O)(=O)N2CCCC2)cc1	-2.3	7	-1	-4	1	16	7
COc1ccc(/C=C2\N=C(C)OC2=O)cc1OC	-1.2	15	8	-7	·	-23	-5
COCC(=O)Nc1ccc2c(c1)C(=O)N(C)[C@H]1CC[C@@H](CC(=O)NCCc3ccncc3)O[C@H]1CO2	-1.4	1	3	0	50[16.7 µM]	3	-3
CN(C)CC(=O)N1[C@H](C#N)[C@H](c2ccccc2-c2ccc(C(=O)N(C)C)cc2)[C@@H]1CO	-0.9	14	19	2	·	·	-2
Cc1ncc(CN2CCC(C(=O)Nc3ccc(Oc4cccnc4)cc3)CC2)cn1	-1.0	9	13	-1	-3	7	-16
CC1CCCCC1NC(=O)Cn1nnc2ccccc2c1=O (centres undefined)	1.1	-5	-2	-3	·	-7	-2
O=C(COC(=O)c1c(F)cccc1F)NCc1ccc2c(c1)OCO2	0.3	-1	3	-7	-9	3	3
Cc1oc(-c2ccc(F)cc2F)nc1CN1CCN(C(=O)c2ccco2)CC1	-0.3	-4	·	-5	8	1	-11
Cc1sc2nc(CSc3ncn[nH]3)[nH]c(=O)c2c1C	0.6	-5	5	1	·	-7	·
O=C(CSc1nnc(-c2ccco2)n1Cc1ccccc1)c1ccc(F)cc1	·	·	-18	·	5	·	-6
CCOC(=O)C1CCN(C(=O)c2cc3cc(C)ccc3[nH]2)CC1	0.8	-89	-13	-5	0	-95	-14
CSc1ncccc1C(=O)OCC(=O)NCCc1ccccc1	-1.8	-1	11	0	1	-21	-6
Cc1cc(C)n(-c2ccc(C(=O)OCC(=O)NC(c3ccccc3)c3ccccc3)cc2)n1	·	5	25	3	·	14	2
CCCCn1c(N)c(N(CC)C(=O)c2cnc(C)cn2)c(=O)[nH]c1=O	-1.1	-1	3	-1	·	3	2
O=C1/C(=C\c2ccc(Br)cc2)SC(=S)N1NS(=O)(=O)c1ccccc1	-0.7	5	0	7	-5	-14	3
CCN(CC)C(=O)CSc1nnc(-c2ccco2)o1	·	·	·	·	-14	-47	1
CC(C)Cc1ccc(CN2CCCC(NC(=O)c3cccc(-n4cnnc4)c3)C2)cc1 (centres undefined)	-2.5	18	-17	-2	9	-2	-2
Remaining list, next part.
SMILES	F508del corr	EWS-Fli inh	INS-1E GSIS act	DENV2 CPE rescue	miR-122 sensor	PAX8 reporter	FN deposit inh
C=CCn1c(=N)n(CC(=O)c2ccccc2)c2ccccc21	2.7	-23	2	-4	15	4	-1
CCCn1c(=O)n(C)c(=O)c2c(SCC(=O)NCC(c3ccccc3)N(C)C)nc(CC(C)C)nc21 (centres undefined)	0.8	14	-46	8	-7	16	-6
O=C(Cn1nc(C(F)F)cc1C1CC1)N1CCCC1	0.0	9	2	0	-2	-5	-4
CCc1ccc(OCCNc2cc(N3CCNC(C)C3)ccc2[N+](=O)[O-])cc1 (centres undefined)	13*	32	-38	·	·	18	-18
COCCCN1C(=O)C(CC(=O)NCc2ccco2)CC(C(=O)N2CCOCC2)=C1C (centres undefined)	-2.4	-7	15	?	2	9	-1
COc1cccc(CNC(=O)C[C@H]2CC[C@H]3[C@@H](COc4ccc(NC(=O)c5cccs5)cc4C(=O)N3C)O2)c1	0.2	-2	-5	1	-28[16.7 µM]	-1	-12
COc1ccc(S(=O)(=O)Nc2ccc3c(c2)C(=O)N([C@@H](C)CO)C[C@@H](C)[C@@H](CN(C)S(=O)(=O)c2cn(C)cn2)O3)cc1	-3.2	-8	6	-11	0[16.7 µM]	·	·
O=C(NCCCn1ccnc1)c1cccc(S(=O)(=O)Nc2ccc(Br)cc2)c1	3.0	-9	-16	1	72	5	-9
Cc1ccc(-c2n[nH]c(=S)n2/N=C/c2ccc(C)o2)cc1	·	·	40	·	1	19	6
O=C(N/N=C/c1ccccc1F)c1ccccc1OCc1ccccc1	-1.4	0	-4	-1	·	38	8
CS(=O)(=O)Nc1ccc(C(=O)Nc2ccc(S(=O)(=O)Nc3nccs3)cc2)cc1	0.1	·	2	4	·	0	-1
C=CC[C@@H](CC(=O)N[C@H](CO)Cc1ccccc1)C(=O)NC[C@H](OC(=O)[C@@H](CC=C)Cc1ccc(F)cc1)c1ccccc1	0.8	9	-27	19	·	28	-4
Cc1ccccc1-c1ccc([C@@H]2[C@@H](CO)N3CCCCN(C(=O)Nc4cccc(F)c4)C[C@@H]23)cc1	0.8	8	-14	-8	10[16.7 µM]	-3	·
CC1Cc2[nH][nH]c(=O)c2C(C2CCCC2)O1 (centres undefined)	0.7	-7	-23	0	·	17	0
CCC(CC)c1nnc(NC(=O)Cc2cccs2)s1	1.5	-10	2	-2	-5	3	-5
COc1ccc(NC(=O)N2CC(=O)N3[C@H](CO)[C@H](c4ccc(C#CCC5CCCC5)cc4)[C@H]3C2)cc1	1.6	·	-17	5	·	·	·
COc1cc2c(c(OC)c1CC=C(C)C)C[C@H](c1ccc(O)cc1O)CO2	-0.6	-5	·	15	1	·	·
COc1ccccc1C#Cc1ccc([C@H]2[C@H]3CN(S(C)(=O)=O)CCCCN3[C@H]2CO)cc1	2.0	-39	-15	16	2[16.7 µM]	1	·
COc1ccccc1NS(=O)(=O)c1ccc2c(c1)NC(=O)CC(=O)N2	-2.0	·	2	-1	-4	-5	4
